Screens from PubChem.
FECH inh: blocks human mitochondrial ferrochelatase activity; purified FECH, Ni-mesoporphyrin absorbance 550 nm; calls only at 10 µM (by protocol); 20,000 tested, 3.3% active;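 active = enzyme reaction rate more than 3 SD below the solvent-only control wells on the same plate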;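 note: lower slope than DMSO wells means FECH inhibition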
Target sequence (P22830 whole entry, looked up): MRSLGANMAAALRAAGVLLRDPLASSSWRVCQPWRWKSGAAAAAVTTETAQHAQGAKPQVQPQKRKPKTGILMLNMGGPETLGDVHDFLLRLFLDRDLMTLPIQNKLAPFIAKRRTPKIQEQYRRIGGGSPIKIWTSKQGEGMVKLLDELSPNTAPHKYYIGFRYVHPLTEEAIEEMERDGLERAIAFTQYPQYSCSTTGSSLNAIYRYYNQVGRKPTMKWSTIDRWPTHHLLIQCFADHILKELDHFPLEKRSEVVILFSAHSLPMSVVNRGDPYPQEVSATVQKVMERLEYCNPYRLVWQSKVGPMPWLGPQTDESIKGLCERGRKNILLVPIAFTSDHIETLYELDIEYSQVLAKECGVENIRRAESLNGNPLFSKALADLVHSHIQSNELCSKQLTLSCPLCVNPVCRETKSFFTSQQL
Calls only; i = inactive; + = active, no number. Some of the compounds tested; count on the stated rates, not on these rows.

FECH inh	compound
i	COc1ccc(Cl)cc1NC(=O)CN1C(=O)CN(C)C(=O)c2ccccc21
i	Cc1cc(NC(=O)c2c(F)cccc2Cl)n(-c2ncnc3c2cnn3-c2cccc(C)c2C)n1
i	Cc1ncsc1CCC(=O)NCc1snnc1C(C)C
i	O=C(CN1CCOc2ccccc2C1)N1CC=C(c2ccccc2)CC1
i	Cn1c(CCc2ccccc2O)nnc1SCC(=O)O
i	Cc1ccc(CNC(=O)Nc2c(C)nc3nc[nH]n3c2=O)cc1
i	O=C(c1csc(S(=O)(=O)N2CCN(c3cccc(C(F)(F)F)c3)CC2)c1)N1CCCC1
i	CCc1cc(NCCCN2CCCC2=O)nc(N2CCOCC2)n1
i	CCOc1ccc(CNC(=O)CN2C(=O)C(CC)=C(c3ccc(OC)cc3)S2(=O)=O)cc1OC
i	CN(C)C(=O)c1ccc(S(=O)(=O)NCc2ccc(Cl)cc2)s1
i	Cc1cc(C)n2nc(CN(C(=O)c3ccc(Cl)cc3)c3ccc(F)cc3)nc2n1
i	COc1ccc(CNc2nc3nc(CN4CCN(c5ccccc5)CC4)cc(=O)n3[nH]2)cc1
i	COc1cc2c(cc1-c1nccn1CC1CCS(=O)(=O)C1)CCC2 (stereo not given)
i	COc1ccc(C2C=C(c3ccc(Cl)cc3)Nc3nc(NC(=O)CCC(=O)O)nn32)cc1 (stereo not given)
i	COc1ccccc1-c1cc(CNC(=O)c2c(C)nc3sccn23)on1
i	Cc1ccc(NC(=O)CSc2ncnc3nc(N(C)C)sc23)c(C)c1
i	CCN(CC1CCOCC1)C(=O)c1ccc(CC2CCCNC2)cc1 (stereo not given)
i	CC(=O)Nc1cccc(OCc2cc(=O)n3cc(Cl)ccc3n2)c1
i	CC1(C(=O)NC2CCCC2)COc2c(oc3ccccc23)C(=O)N1Cc1cccc(Br)c1 (stereo not given)
i	Cc1cnccc1NCCNC(=O)c1cc(C)c(C)n(C)c1=O
i	CC(=O)Nc1ccc(S(=O)(=O)NCCn2c(-c3ccc(C)cc3)nc3cccnc32)cc1
i	CN(C)C1CCCN(C(=O)CCC(=O)c2cccc3ccccc23)CC1 (stereo not given)
i	CN1CCC2(CC1)CN(C(=O)CN1C(=O)NC(=O)C1(C)C)CCN2C
+	CCc1cc(Sc2ccc(NC(=O)Nc3ccc(Br)cc3)cc2)n2ncnc2n1
i	CCOCCCNC(=O)C1c2c(n(C)c3ccccc23)SCC(=O)N1c1ccc(Cl)cc1 (stereo not given)
i	COCCN1CCCC(O)(CN2CCC(Cc3ccc(F)cc3)CC2)C1=O (stereo not given)
i	CCc1ccc(C2=C(C)C(=O)N(CC(=O)Nc3cc(C)ccc3OC)S2(=O)=O)cc1
i	Fc1cccc(Cl)c1COc1ccccc1C1NCCc2[nH]cnc21 (stereo not given)
i	O=C(CSCc1nc(-c2ccccc2)no1)NCCC1=CCCCC1
i	O=C(NCCN1CCCc2ccccc21)C1CCCN1c1nnc(N2CCCC2=O)s1 (stereo not given)
i	Cc1cc(-n2cccn2)ccc1CN1CCn2nc(C(=O)N3CCCC3)cc2C1
i	CCCCC(=O)Nc1ccc(Nc2nc(C)cc(N3CCCC3)n2)cc1
i	CN(C)[C@@H]1C[C@@H](CO)N(C(=O)c2cccc3c(=O)c4ccccc4[nH]c23)C1
i	COc1ccc(N2C(=O)N(Cc3ccc(C(C)(C)C)cc3)c3ccccc3S2(=O)=O)cc1OC
i	CNCC(=O)N(C)Cc1cc2cc(F)ccc2[nH]1
i	COc1ccccc1CCCNC(=O)[C@@H]1CCC(=O)N1
i	Cc1ccc(CNC(=O)c2[nH]cnc2C(=O)NC2CCCCC2)o1
i	Cc1cc(C)n(-c2ccc(-n3cnnc3)cc2)n1
i	COc1ccc(-c2nc(C(N)=O)c3c(n2)n(-c2ccc(F)cc2)c(=O)n3C)cc1OC
i	CC(Nc1ncnc2sccc12)c1ccc(-n2cncn2)cc1 (stereo not given)

Laid out differently: entries from further up.
canonical_smiles: Cc1cc(C)n(-c2ccc(-n3cnnc3)cc2)n1
  FECH inh = i
canonical_smiles: COc1ccc(-c2nc(C(N)=O)c3c(n2)n(-c2ccc(F)cc2)c(=O)n3C)cc1OC
  FECH inh = i
canonical_smiles: CC(Nc1ncnc2sccc12)c1ccc(-n2cncn2)cc1 (stereo not given)
  FECH inh = i

Continued.
FECH inh	compound
i	CC(C)(C)c1ccc(-c2nc3nc(CN4CCN(c5ccccc5)CC4)cc(=O)n3[nH]2)cc1
i	CNC(=O)[C@@H]1C[C@H](N)CN1C1CSCCSC1
+	CCOC(=O)CCc1c(C)nc2nc(CNc3cccc(Cl)c3)[nH]n2c1=O
i	CC(=O)c1cccc(NS(=O)(=O)c2ccc3c(c2)CCN3C(=O)CCC(=O)N2CCCCCC2)c1
i	CCC(=O)Nc1ccc(S(=O)(=O)NCc2nc3cccnc3n2CC)cc1
i	CCCCOC(=O)c1ccc(NC(=O)Cc2csc(NC(=O)Nc3ccccc3OC)n2)cc1
i	COc1ncccc1-c1cnn(Cc2ccccc2)c1
i	COc1ccc(CNc2nc3nc(CN4CCCCCC4)cc(=O)n3[nH]2)cc1

A second format for some results above:
smiles: CCOC(=O)CCc1c(C)nc2nc(CNc3cccc(Cl)c3)[nH]n2c1=O
  FECH inh = +

smiles: O=C(NCCN1CCCc2ccccc21)C1CCCN1c1nnc(N2CCCC2=O)s1 (stereo not given)
  FECH inh = i

smiles: Cc1ncsc1CCC(=O)NCc1snnc1C(C)C
  FECH inh = i

The results go on:
FECH inh	compound
i	O=S(=O)(c1cccc(Cl)c1)N1CCN(c2cc(-c3ccc(F)cc3)ncn2)CC1
i	COCCNC(=O)C1(C)Cn2c(cc3ccsc32)C(=O)N1Cc1ccc(OC)cc1 (stereo not given)
i	Cc1ccoc1C(=O)N1CCC(O)(C(=O)O)CC1
i	CCN(CC)c1nc(Nc2cc(C)cc(C)c2)c2cnn(-c3ccccc3)c2n1
i	Cc1ccccc1NS(=O)(=O)c1ccc2c(c1)CCN2C(=O)CCC(=O)N1CCOCC1
i	c1ccc(-n2ncc3c(Nc4ccc5c(c4)OCO5)nc(N4CCCC4)nc32)cc1
i	COc1ccc(Nc2cc(C)nc(N3CCN(S(=O)(=O)c4ccc(C)cc4)CC3)n2)cc1
i	Cc1c(-c2ccc(F)cc2)[nH]c2ccc(CNC(=O)c3cncn3C)cc12

By substructure, the compounds so far containing a COOH group (three)
FECH inh	compound
i	Cn1c(CCc2ccccc2O)nnc1SCC(=O)O
i	COc1ccc(C2C=C(c3ccc(Cl)cc3)Nc3nc(NC(=O)CCC(=O)O)nn32)cc1 (stereo not given)
i	Cc1ccoc1C(=O)N1CCC(O)(C(=O)O)CC1

(more compounds)
FECH inh	compound
i	Cc1ccc(-c2nc(N)nc3[nH]ncc23)c(-n2cccn2)c1
i	Cc1nn(C)cc1-c1c(-c2ccccc2)ncn1C(CC(C)C)c1cccnc1 (stereo not given)
i	Cc1nnsc1CNC(=O)CC(c1ccccc1)c1ccc(F)cc1 (stereo not given)
i	CCOC(=O)Cn1c(=O)n(-c2ccc(C)c(C)c2)c2nc(-c3ccc(F)cc3)nc(C(N)=O)c21
i	CCc1nc(SCC(=O)N2CC[C@@H](c3sccc3C)[C@H](O)C2)n[nH]1
i	O=C(NCCCN1CCCCC1)C1CCN(c2ccc(-c3ccccc3)nn2)CC1
i	CCn1cc(CN2CCC(CNC(=O)c3cnccc3C)C2)cn1 (stereo not given)
i	Cc1nc(-c2ccc(C(=O)N3CCCC3C(=O)N3CCN(c4cccc(C)c4C)CC3)cc2)no1 (stereo not given)
i	COC(=O)CN(C)c1nccc(C2CCCC2)n1
i	Cc1ccc(-c2cc(N3CCN(S(=O)(=O)c4ccc(F)cc4)CC3)ncn2)cc1
i	CCN(CCN1CCOCC1)Cc1cc2cc(C)ccc2[nH]c1=O
i	CCc1ccc(-c2cn3c(C(=O)N4[C@@H]5CC[C@H]4CNC(=O)C5)csc3n2)cc1
i	Cn1ccn2ncc(C(=O)NCc3ccc(N4CCCC4=O)cc3)c12
i	CCn1ncc(NC(=O)Cn2ncc3cc(-c4ccccc4C)ccc32)n1
i	Cc1ccc2cc(-c3noc(CCC(=O)Nc4ccc(Cl)cc4)n3)c(=O)[nH]c2c1
i	COC(=O)c1cc2ccsc2n1CC(=O)N(C)c1cccc(C)c1
i	CNC(=O)C1CCC(Cn2c(=O)c3sccc3n(CC(=O)N3CCCC3)c2=O)CC1 (stereo not given)
i	NC1(C(=O)O)CCN(Cc2cccc(Cn3cccn3)c2)C1 (stereo not given)
i	CCCNCc1cc(=O)n2[nH]c(NCc3ccc(Cl)cc3)nc2n1
i	Cc1ccn2c(=O)cc(COc3cccc(NC(=O)COc4ccccc4)c3)nc2c1
+	CCN(CC)c1nc(Nc2ccc(OC)cc2)c2cnn(-c3ccccc3)c2n1
i	Cn1ccnc1SCCNc1ccc(-c2nccn2C)nn1
i	O=c1cc(CNc2ccccc2)nc2nc(NCc3ccc(F)cc3)[nH]n12
i	Cc1nc2ccc(C(=O)N3CCC(c4cc(C(C)C)n[nH]4)CC3)cc2[nH]1
i	CCCc1nnc(C(=O)N(C)Cc2n[nH]c3c2CCC3)o1
i	Cc1ccc(NC(=O)N2CCN(c3cc(-c4ccccc4C)ncn3)CC2)c(C)c1
i	CCc1cc(Sc2ccc(NC(=O)c3ccccc3Br)cc2)n2ncnc2n1
i	COc1ccc(-c2cc(=O)[nH]c(SCc3nc(-c4ccc(OC(C)C)cc4)oc3C)n2)cc1
i	CCN(Cc1c(F)cccc1Cl)C(=O)c1cnn2ccn(C)c12
i	C=CCn1c(=O)c2cnc(-c3ccc(C)cc3)nc2n(C)c1=O
i	O=C(CN1CCCN(Cc2cccc(F)c2)S1(=O)=O)Nc1ccc(F)cc1
i	O=S(=O)(c1cccc(Cl)c1)N1CCN(Cc2nc3cccnc3n2-c2cccc(F)c2)CC1
i	Cc1cccc(NC(=O)NCCc2nc3cccnc3n2-c2ccccc2)c1C
i	Cc1cnc(Cn2ccnc2-c2cccc(C(F)(F)F)c2)cn1
i	CSc1nc(NCc2ccc(F)cc2)c(C#N)c(-c2ccc(C)cc2)n1
i	COc1ccc(C(=O)Nc2cccc(OCc3cc(=O)n4cc(Cl)ccc4n3)c2)cc1
i	Cc1nn(C)c(C)c1S(=O)(=O)N1CC(c2ccccn2)C1
i	CCCc1c(C)nc2ncnn2c1Sc1ccccc1NC(=O)Nc1ccc(Cl)cc1
i	NC(=O)c1ccnc(N2CCC(N3CCCC(C(=O)N4CCOCC4)C3)CC2)c1 (stereo not given)
i	Cc1ccc(Oc2ncccc2CNC(=O)C(C)N2CCCC2)cn1 (stereo not given)
i	CC(=O)N(C)c1ccc(NC(=O)CNCCc2cccs2)cc1
i	COc1ccc(-c2cc3n(n2)CCC(=O)N3Cc2ccc(C(=O)NCCCc3ccccc3)cc2)cc1
i	Cc1ccc2nc(C)c(C(=O)NC3C=CS(=O)(=O)C3)cc2c1 (stereo not given)
i	COc1cccc(C(=O)Nc2cc(N3CCCS3(=O)=O)ccc2C)c1OC
i	COc1cc(C)c(Cl)cc1S(=O)(=O)N1CCN(c2nc(C)cc(N3CCCCC3)n2)CC1
i	O=S(=O)(NCc1nc2cccnc2n1C1CC1)c1ccc(F)c(Cl)c1
i	O=C(NCc1cc(=O)[nH]cn1)c1cccc2ccnn12
i	CC(CNC1CCNCC1)N(C)c1ccccc1 (stereo not given)
i	Cc1nsc(NC(=O)NCc2cccc(Cl)c2Cl)n1
i	COC(Cn1ccnc1-c1cccc2nonc12)c1cccs1 (stereo not given)
i	Cc1ccc(NC(=O)NCCc2nc3cccnc3n2-c2ccccc2)cc1C
i	Cc1ccc(Cc2nc3nc4c(c(N5CCN(c6cccc(C)c6)C(C)C5)n3n2)CCC4)cc1 (stereo not given)
i	COc1cccc(Nc2nc(N3CCN(C)CC3)nc3c2cnn3-c2ccccc2)c1
i	Cc1nc(N(C)C)nc(N(C)Cc2cnn(C)c2C)c1C
i	O=C(CCc1nc2ccccc2[nH]1)N(Cc1ccsc1)CC1CCCO1 (stereo not given)
i	CCN(Cc1nc(COC)no1)C(=O)c1ccc2cc[nH]c2c1

Going on with the list.
FECH inh	compound
i	O=C(c1ccc(C2CCCO2)s1)N1CCc2nc[nH]c2C1 (stereo not given)
i	Cc1cccc(-n2c(CN3CCN(S(=O)(=O)c4ccc(C)cc4C)CC3)nc3cccnc32)c1
i	OCC1CCCN(CCNC2CCC3(CCNCC3)CC2)C1 (stereo not given)
i	O=C(N[C@H]1CN[C@H](C(=O)N2CC=C(c3ccccc3)CC2)C1)c1ccco1
i	O=C(CCC(=O)N1CCc2cc(S(=O)(=O)N3CCOCC3)ccc21)N1CCCCCC1
i	Cn1ccnc1SCCNS(=O)(=O)NCc1ccccc1
i	CN1C(=O)c2ccccc2Sc2cc(-c3noc(-c4ccc(Br)o4)n3)ccc21
i	Cc1cccc(-c2ncc(CN3CCN(CC(=O)N4CCCC4)CC3)cn2)c1
i	O=C(CN1CCN(Cc2ccc(F)cc2)S1(=O)=O)Nc1ccccc1
i	COc1ccccc1OCC(=O)Nc1cc(C)nn1-c1ncnc2c1cnn2-c1ccccc1
i	Cc1cccc(CNC(=O)CN2C(=O)CN(C)C(=O)c3ccccc32)c1
i	O=C(c1ccc2oc(=O)n(Cc3ccccc3)c2c1)N1CCN(c2ccccc2)CC1
i	CCN(Cc1cc2ccc(OC)cc2[nH]c1=O)Cc1nccn1C
i	Cc1ccn2c(=O)cc(COc3cccc(NC(=O)COc4ccc(C)c(C)c4)c3)nc2c1
i	Cc1ccc(-c2n[nH]c(Cc3ccccc3)n2)cc1N1CCNC1=O
i	Cc1cccnc1CC(C)Nc1cc(N2CCOCC2)nc(N)n1 (stereo not given)
i	CCCCN1C(=O)C2(CCN(C(=O)CC(C)CC)CC2)Nc2ccccc21 (stereo not given)
i	Cc1ccc(CNC(=O)CN2CCN(Cc3ccccc3F)S2(=O)=O)cc1
i	COc1cccc(NC(=O)N2CCN(c3cc(-c4ccccc4C)ncn3)CC2)c1
